TEAD-YAP block: TEAD-YAP interaction inhibition; HEK-TIYL cells, TEAD-Gal4/YAP UAS-luciferase luminescence; inhibition, % at 9.12 µM; 1.4% of 640,000 active; AID 1259422; in the data active = inhibition above about 32%;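 note: 0% = median of test compound wells and 100% = reference inhibitor wells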
MITF inh: human MITF inhibition, primary screen; O75030; AID 1259374; AlphaScreen MITF homodimerization, bead proximity signal; inhibition, % at 2.6 µM; 0.91% of 650,000 active; in the data active = inhibition above about 50%;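 note: 0% = vehicle wells with protein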
Target sequence (O75030 whole entry, looked up): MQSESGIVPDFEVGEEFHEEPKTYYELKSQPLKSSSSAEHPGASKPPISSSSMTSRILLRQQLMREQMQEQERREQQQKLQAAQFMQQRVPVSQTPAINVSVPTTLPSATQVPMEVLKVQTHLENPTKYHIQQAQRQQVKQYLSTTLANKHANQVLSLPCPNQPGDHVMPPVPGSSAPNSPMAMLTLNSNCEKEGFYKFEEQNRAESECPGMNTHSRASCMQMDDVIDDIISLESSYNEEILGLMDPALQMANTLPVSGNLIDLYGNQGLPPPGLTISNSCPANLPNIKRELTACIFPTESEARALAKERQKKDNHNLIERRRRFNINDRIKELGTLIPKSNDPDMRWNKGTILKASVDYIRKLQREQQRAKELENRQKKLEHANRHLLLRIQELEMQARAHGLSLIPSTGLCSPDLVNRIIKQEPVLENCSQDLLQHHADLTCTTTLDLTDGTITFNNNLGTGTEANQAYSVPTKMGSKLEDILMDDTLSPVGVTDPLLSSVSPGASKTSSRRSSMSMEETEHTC
GPR151 activ: activates the human receptor GPR151. 1% of 650,000 active. AID 1508602. Q8TDV0. PathHunter beta-arrestin GPR151 cells, luminescence. activation, % at 11.2 µM; in the data active = activation above about 4.9%;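 note: 0% = median of compound wells and 100% = cells with positive control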
Target sequence (Q8TDV0 whole entry, looked up): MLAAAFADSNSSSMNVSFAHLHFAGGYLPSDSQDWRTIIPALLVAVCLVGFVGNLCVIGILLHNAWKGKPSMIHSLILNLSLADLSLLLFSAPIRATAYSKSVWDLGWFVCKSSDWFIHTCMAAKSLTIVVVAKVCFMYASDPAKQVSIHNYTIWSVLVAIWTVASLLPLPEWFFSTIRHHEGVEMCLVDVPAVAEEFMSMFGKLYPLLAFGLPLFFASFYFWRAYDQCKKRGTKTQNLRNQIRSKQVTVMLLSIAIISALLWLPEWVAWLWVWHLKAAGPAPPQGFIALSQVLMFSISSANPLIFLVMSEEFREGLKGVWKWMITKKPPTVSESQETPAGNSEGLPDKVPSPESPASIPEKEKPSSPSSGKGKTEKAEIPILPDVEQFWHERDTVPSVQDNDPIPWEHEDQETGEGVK
FBW7 activator: activators of human E3 ligase FBW7 | normalized activity (activation), % at 26.1 µM | Q969H0 | AlphaScreen FBW7–phospho-cyclin E peptide binding, activator screen | 0.13% of 650,000 active; in the data active = normalized activity above about 1.9%;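 note: purified mutant Fbw7 with reduced substrate affinity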
* hit, by the source's call.

SMILES | TEAD-YAP block | MITF inh | GPR151 activ | FBW7 activator
CC(C)(C)OC(=O)COc1ccc2ccc(=O)oc2c1 | -38 | -2 | 0.1 | 0.1
CCC1CCCCN1CCCNC(=O)CNC(=O)c1cccs1 (centres undefined) | 5 | 12 | 0.3 | -0.2
COc1ccc(N/C(=C\C(=O)C(=O)OC(C)C)c2ccccc2)cc1 | -41 | 4 | 0.4 | -0.2
Cc1ccc(CNC(=O)c2ccc(N3CCN(c4ccccn4)CC3)c([N+](=O)[O-])c2)cc1 | -7 | -10 | 1.3 | -0.1
O=[N+]([O-])c1ccc(-c2ccc(/C=N\O)o2)cc1 | -21 | 4 | -1.3 | -0.3
CCOc1ccccc1NC(=O)C1=C(C)NC(=S)NC1c1cccc(Cl)c1 (centres undefined) | -1 | 0 | 0.1 | 0.1
CCc1nc(C#N)c(N2CCOCC2)o1 | 4 | 10 | 1.8 | 0.3
CSC1=NSC2=NC(=O)/C(=C\c3ccco3)C(=N)N12 | -49 | 8 | -2.7 | 0.1
COc1ccc(C2C(C(C)=O)=C(C)N=c3s/c(=C\c4cc(C)n(-c5ccc(Cl)cc5)c4C)c(=O)n32)c(OC)c1 (centres undefined) | -2 | 0 | 1.6 | -0.2
COc1cc(/C=N/NC(=O)c2cccs2)c([N+](=O)[O-])cc1OC | -23 | 7 | 0.5 | -0.1
COc1ccc(C)cc1NC(=O)C(c1ccccc1)N1CC(=O)Nc2ccccc21 (centres undefined) | 10 | -4 | -0.6 | -0.1
Cc1ccc(N2CCN(Cc3ccsc3)CC2)cc1 | -3 | -2 | 0.7 | -0.2
CC1CCCCC1NC(=O)C1CCN(c2c(N3CCCC3)c(=O)c2=O)CC1 (centres undefined) | 2 | 11 | -0.5 | -0.1
CC1CCC/C(=C\Nc2ccc(C(=O)O)c(O)c2)C1=O (centres undefined) | -31 | -6 | 1.5 | 0.0
COc1cccc(C2CC(c3ccc(Br)cc3)=NN2c2cccc(C(F)(F)F)c2)c1 (centres undefined) | 0 | -9 | 1.7 | -0.1
CCOc1cc(C=C(C#N)C#N)ccc1Oc1ccc([N+](=O)[O-])cc1[N+](=O)[O-] | 0 | 3 | -1.0 | -0.2
Cc1sc(NC(=O)COc2ccccc2Cl)c(C(N)=O)c1C | -21 | 8 | -0.3 | 0.1
O=C(CNS(=O)(=O)c1ccc2ccccc2c1)OCc1nnc(-c2ccccc2)o1 | 6 | 0 | 2.6 | 0.4
OC1CCC(Nc2cc(Nc3ccc(N4CCOCC4)cc3)ncn2)CC1 (centres undefined) | -12 | -5 | -1.3 | -0.2
CCOC(=O)c1c(NC(=O)c2ccccc2)sc(C(=O)Nc2ccc(C)c(Cl)c2)c1C | 1 | 11 | -0.9 | 0.0
O=C(Nc1ncn[nH]1)c1cc(-c2ccccc2)nc2ccccc12 | -4 | -7 | -1.2 | -0.1
CS(=O)(=O)c1cccc(S(=O)(=O)NCc2cccnc2)c1 | -3 | 3 | -1.6 | 0.4
COc1ccccc1NC(=O)C/C(C)=N/NC(=O)C(=O)NCCO | -9 | -11 | 0.6 | 0.1
c1ccc(-c2ccccc2OCCOCCN2CCCC2)cc1 | -1 | 21 | 0.0 | 0.0
C=CCN1C(=O)N(c2cccc(Cl)c2)C(=O)C1CC(=O)Nc1ccc(OCC)cc1 (centres undefined) | 1 | 11 | -1.7 | 0.1
CC(=O)c1ccc(OCCCC(=O)OCC(=O)/C(C#N)=C(\C)N)cc1 | 7 | 2 | -1.0 | -0.2
COc1ccc(C(NC(=O)C2CCN(S(C)(=O)=O)CC2)c2ccccn2)cc1 (centres undefined) | 8 | 22 | 2.2 | 0.4
Cc1nc2cc(NS(=O)(=O)c3cccc4cccnc34)ccc2s1 | 10 | -19 | -1.3 | -0.3
CCN1CCC2(CCN(Cc3cn[nH]c3-c3ccc(C)c(C)c3)C2)C1 (centres undefined) | 0 | 15 | -1.5 | 0.3
O=S(=O)(Nc1ccc(NCCc2ccccc2)cc1)c1ccc2c(c1)OCCO2 | 2 | 0 | 0.0 | -0.1
O=C(CSc1nnnn1-c1ccccc1)Nc1ccc(OC(F)(F)F)cc1 | 6 | 12 | 7.7* | 0.3
Cc1ccc(-n2cc(-c3ccccc3)c3c(N4CCN(c5ccccc5F)CC4)ncnc32)cc1Cl | -4 | -3 | 0.7 | -0.1
Cc1cc(C)c2c(c1)cc(CN(C(=O)c1ccco1)C1CCCC1)c1nnnn12 | 5 | 2 | 0.2 | 0.1
O=C(CSc1ccccc1)NC1CC1 | -9 | -2 | -0.6 | -0.1
COCCOC(=O)N1CCC(C(=O)NC(c2ccc(OC)cc2)c2ccccn2)CC1 (centres undefined) | 7 | -6 | 0.4 | 1.7
CC(=O)C1=NN(c2ccc(C)cc2)C2C(=O)N(c3ccccc3Cl)C(=O)C12 (centres undefined) | 9 | 10 | 0.5 | 0.6
COc1ccc(N2CCN(c3cc(=O)n(C4CCCCC4)c(=O)[nH]3)CC2)cc1 | -4 | 0 | -0.3 | -0.2
O=C1C2ON(c3ccccc3)C(c3cccc(Br)c3)C2C(=O)N1c1ccccc1 (centres undefined) | 10 | -6 | 0.8 | -0.1
CCOC(=O)c1ccc(NC(=O)c2cn(-c3ccccc3)nc2-c2ccc(OC)cc2)cc1 | 11 | 0 | 0.4 | -0.1
O=C1c2ccccc2NC(c2ccc(Br)cc2)N1c1ccc(F)cc1 (centres undefined) | -15 | -9 | -1.1 | -0.1

Single records (already shown).
`O=C(Nc1ncn[nH]1)c1cc(-c2ccccc2)nc2ccccc12` in the list: TEAD-YAP block: -4; MITF inh: -7; GPR151 activ: -1.2; FBW7 activator: -0.1
`CCOC(=O)c1ccc(NC(=O)c2cn(-c3ccccc3)nc2-c2ccc(OC)cc2)cc1` in the list: TEAD-YAP block: 11; MITF inh: 0; GPR151 activ: 0.4; FBW7 activator: -0.1

Other structures.
SMILES | TEAD-YAP block | MITF inh | GPR151 activ | FBW7 activator
O=C1NCCCc2nonc21 | -4 | -13 | 0.5 | -0.4
O=C(NCCCCc1ccccc1)C(Cl)(Cl)Cl | 5 | 8 | 0.0 | 0.2
C=CCNC(=O)/C=C/c1ccccc1Cl | -24 | 2 | 1.8 | 0.0
CC1CCN(S(C)(=O)=O)CC1 | -9 | -6 | 0.8 | 0.0
O=C(O)CCCCCNC(=O)C(c1ccccc1)c1ccccc1 | 4 | 7 | 1.7 | 0.4
CCOC(=O)c1ccc(NC(=O)C2CCCN2S(=O)(=O)c2ccc(C)cc2)cc1 (centres undefined) | 11 | 0 | -0.4 | 0.0
O=C(Nc1ccc(S(=O)(=O)Nc2ncccn2)cc1)C1CC1 | 2 | 18 | -1.0 | 0.0
OCCNc1nc(-c2ccc(N3CCOCC3)nc2)nc2c1ncn2-c1ccccc1 | 61* | 5 | -1.0 | 0.0
O=C(O)CCCNc1ccc(S(=O)(=O)N2CCOCC2)cc1 | 14 | 13 | 2.3 | 0.0
Cc1ccc(S(=O)(=O)CCC(=O)Nc2ccc(C)cc2C)cc1 | -4 | 11 | -0.1 | 0.0
CCOc1cc(C2C(C(=O)OCCc3ccccc3)=C(C)NC3=C2C(=O)CC(c2cccs2)C3)cc([N+](=O)[O-])c1O (centres undefined) | 3 | -5 | 1.2 | -0.2
COc1ccc2cc3c(N)c(C(=O)Nc4ccccc4)sc3nc2c1 | -40 | 5 | -0.2 | 0.6
CCN(CC)c1nc(Nc2ccccc2)nc(Nc2ccc(NC(C)=O)cc2)n1 | -10 | 12 | -0.9 | 0.2
CCOC(=O)c1sc(=S)n(-c2ccccc2)c1N | 6 | 13 | 0.9 | 0.1
Cc1ccc2oc(=O)c3cnn(CC(=O)N(CCC#N)c4ccccc4)c3c2c1 | 5 | -1 | 0.5 | 0.2
Cc1nnc(Sc2nc3c(c(=O)[nH]c(=O)n3C)n2CCCc2ccccc2)s1 | 3 | -18 | -0.1 | 0.1
Cc1occc1C(=O)Nc1ccccc1F | -11 | 11 | 0.0 | 0.3
COc1cc(Cc2nn[nH]n2)cc(OC)c1OC | 4 | -8 | 0.4 | 0.1
CCC(CC)C(=O)Nc1c2c(nn1-c1cccc(C)c1C)CS(=O)(=O)C2 | -3 | 0 | -0.1 | -0.1
CCCOc1ccc(/C(O)=C2/C(=O)C(=O)N(CCN(C)C)C2c2ccc(C(C)(C)C)cc2)c(C)c1 (centres undefined) | -2 | 4 | -2.0 | 0.1

In the list so far, two contain a tert-butyl group:
SMILES | TEAD-YAP block | MITF inh | GPR151 activ | FBW7 activator
CC(C)(C)OC(=O)COc1ccc2ccc(=O)oc2c1 | -38 | -2 | 0.1 | 0.1
CCCOc1ccc(/C(O)=C2/C(=O)C(=O)N(CCN(C)C)C2c2ccc(C(C)(C)C)cc2)c(C)c1 (centres undefined) | -2 | 4 | -2.0 | 0.1

Continuation.
SMILES | TEAD-YAP block | MITF inh | GPR151 activ | FBW7 activator
COc1ccc2oc(=O)c(-c3nnc(Nc4ccccc4)s3)cc2c1 | 8 | -5 | 0.3 | 0.0
COCCn1c(C)cc(C(=O)CSc2ncnc3sc4c(c23)CCC4)c1C | 12 | 10 | 2.6 | -0.1
Cc1ccc(NC(=O)c2cc3nc(-c4ccc5c(c4)OCO5)cc(C(F)(F)F)n3n2)c(C)c1 | 8 | 2 | -0.6 | -0.1
CC(=O)Nc1ccc(N=Cc2nc(-c3ccc([N+](=O)[O-])cc3)oc2O)cc1 | 0 | 3 | 1.5 | 0.0
Cc1c(C(=O)N2CCN(c3ccc(F)cc3)CC2)sc2ncnc(N3CCc4ccccc4C3)c12 | -14 | -4 | -0.1 | 0.0
CCc1n[nH]c(=S)n1/N=C/c1cccc(/C=N/n2c(CC)n[nH]c2=S)c1 | -3 | -1 | 0.4 | -0.4
Cc1ccc2c(Cl)c(C(=O)Nc3nncs3)sc2c1 | -39 | 7 | 1.6 | 0.1
Cc1ccc(N2CCN(C(=O)Nc3ccc(F)c(Cl)c3)CC2)nn1 | -12 | -5 | 1.6 | 0.1
Cc1cc(NC(=O)CSc2nnc3n(CC(C)C)c(=O)c4ccccc4n23)no1 | 5 | 2 | 0.4 | 0.2
Cc1cc(C=O)cc2c3ccccc3n(C)c12 | 10 | -5 | -0.6 | -0.1
COCC(C)NC(=O)c1c(C)nc2scc(C)n12 (centres undefined) | -2 | -6 | -0.8 | -0.5
CCOc1ccc(NC(=O)C(=O)c2ccccc2NC(C)=O)cc1 | -20 | 14 | -0.1 | -0.1
O=C(CCC(=O)OCC(F)(F)F)NC1CC1 | -9 | -7 | 1.1 | -0.1
O=[N+]([O-])/C(=C/Sc1nnnn1-c1ccccc1)c1ccccc1 | -1 | 0 | 0.6 | -0.1
C=CCOc1ccc(C(=O)N2CCCCC2)cc1 | -3 | 6 | -0.5 | -0.1
Cc1c(Cc2ccc(Cl)cc2)c(N2CCN(C)CC2)n2c(nc3ccccc32)c1C#N | 4 | 3 | 0.3 | 0.1
CCN(CC)C(=O)c1ccccc1NC(=O)c1cccc(S(=O)(=O)N2CCCCCC2)c1 | -4 | 6 | 0.4 | -0.1
COCCCNC(=S)Nc1cccc(C)c1 | 4 | 10 | -0.8 | 0.1
O=C(NCCN=C1NS(=O)(=O)c2ccccc21)c1ccccc1Br | -1 | -4 | 0.9 | -0.1
O=[N+]([O-])c1ccc(-c2nc(C=Nc3ccccc3)c(O)o2)cc1 | -1 | 17 | -1.1 | -0.1
COCCNC(=O)[C@H]1C[C@@H](c2ccc(OC)c(OC)c2)NS(=O)(=O)N1C | 5 | 12 | 0.6 | 0.4
O=C1c2ccccc2C(=O)N1c1cc(C(c2ccc(O)c(N3C(=O)c4ccccc4C3=O)c2)(C(F)(F)F)C(F)(F)F)ccc1O | -2 | 3 | -1.2 | 0.1
C=C(C)[C@@H]1CC=C(CN2CCc3nnc(CNC(=O)CCc4cccnc4)n3CC2)CC1 | 2 | 3 | 1.3 | -0.1
CCC(=O)Nc1ccc2nc(SCC(=O)NCC3CCCO3)sc2c1 (centres undefined) | -13 | -3 | 0.0 | 0.3
Cc1cc(C(=O)CCl)c(C)n1Cc1ccccc1Cl | 1 | 13 | 0.7 | 0.3
CSc1ccc(CCNC(=O)CN2C(=O)CCSc3ccccc32)cc1 | 3 | -3 | -2.5 | -0.1
C/C(CC(=O)Nc1ccc(N(C)C)cc1)=N\NC(N)=S | 1 | -15 | -1.5 | -0.4

Retrieved by compound from above (six):
SMILES | TEAD-YAP block | MITF inh | GPR151 activ | FBW7 activator
Cc1cc(C(=O)CCl)c(C)n1Cc1ccccc1Cl | 1 | 13 | 0.7 | 0.3
C/C(CC(=O)Nc1ccc(N(C)C)cc1)=N\NC(N)=S | 1 | -15 | -1.5 | -0.4
C=C(C)[C@@H]1CC=C(CN2CCc3nnc(CNC(=O)CCc4cccnc4)n3CC2)CC1 | 2 | 3 | 1.3 | -0.1
O=C1c2ccccc2C(=O)N1c1cc(C(c2ccc(O)c(N3C(=O)c4ccccc4C3=O)c2)(C(F)(F)F)C(F)(F)F)ccc1O | -2 | 3 | -1.2 | 0.1
CSc1ccc(CCNC(=O)CN2C(=O)CCSc3ccccc32)cc1 | 3 | -3 | -2.5 | -0.1
CCC(=O)Nc1ccc2nc(SCC(=O)NCC3CCCO3)sc2c1 (centres undefined) | -13 | -3 | 0.0 | 0.3

Screens from PubChem BioAssay.
